M5 PAM: positive allosteric modulators of human muscarinic M5 receptor; CHO-K1 hM5, Fluo-8 calcium, ACh EC20 PAM; 0% = ACh EC20, 100% = ACh EC100; activation, % at 3 µM; actives 0.3% (n = 360,000); AID 624038;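 active = activation above the run cutoff, the mean activation of all test compounds plus 3 SD, cut at about 18% in these data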
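Measured by: Fluo-8 calcium fluorescence; material: human M5 receptor in CHO-K1 cells; schedule: Post-acetylcholine fluorescence recording 140 s; benchmarks: low control EC20 acetylcholine (0%), high control EC100 acetylcholine (100%); read-out: Max/basal fluorescence ratio as % of EC20–EC100 ACh window; compound: single dose, 3 µM nominal final test concentration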
CRFR2-BP ag: agonists of human CRF-binding protein/CRF-R2 receptor complex. activation, % at 13.2 µM. actives 0.46% (n = 350,000). HEK293 CRF-R2/CRF-BP, calcium dye fluorescence (FLIPR); percent of saturating CRF peptide response;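 active = activation of at least 50%, plus an integration ratio under a set limit after plate pattern correction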;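 also: plate controls were neutral control wells without compound for no effect and CRF at EC100 for full effect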
CHRM5 antagonist: antagonists of human muscarinic M5 receptor (CHRM5); CHO-hM5 cells, Fluo-8 calcium fluorescence, ACh EC80; inhibition, % at 3 µM; actives 0.59% (n = 360,000); AID 624040;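 active = inhibition above a per-plate cutoff, the mean of that plate's test compounds plus 3 SD, cut at about 27% in these data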;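 also: 0% = acetylcholine EC80 with DMSO and 100% = DMSO without agonist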
CHRM1 PAM: positive allosteric modulators of human M1 muscarinic receptor; activation, % at 3 µM; P11229; CHO-K1 hM1, Fluo-8 calcium fluorescence, ACh EC20; 0% = ACh EC20, 100% = maximal ACh; actives 0.088% (n = 360,000); AID 588819; in the data active = activation above about 19%, passing the limit was not always enough
Target sequence (P11229 whole entry, looked up): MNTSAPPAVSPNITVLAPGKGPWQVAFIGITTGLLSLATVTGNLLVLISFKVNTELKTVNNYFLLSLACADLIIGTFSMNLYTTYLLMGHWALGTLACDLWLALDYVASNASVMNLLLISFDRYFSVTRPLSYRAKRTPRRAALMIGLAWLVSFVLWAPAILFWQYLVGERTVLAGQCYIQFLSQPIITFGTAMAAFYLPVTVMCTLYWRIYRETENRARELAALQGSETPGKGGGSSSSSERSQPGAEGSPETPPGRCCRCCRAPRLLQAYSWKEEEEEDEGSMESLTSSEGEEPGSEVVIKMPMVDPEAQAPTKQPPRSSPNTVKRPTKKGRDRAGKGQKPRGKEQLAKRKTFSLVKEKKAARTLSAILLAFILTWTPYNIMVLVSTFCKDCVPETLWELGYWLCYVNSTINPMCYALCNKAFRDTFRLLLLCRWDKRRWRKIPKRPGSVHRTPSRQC
CHRM4 PAM: positive allosteric modulators of human muscarinic M4 receptor. P08173. CHO-K1 hM4/Gqi5, Fluo-8 calcium fluorescence, ACh EC20; 0% = ACh EC20, 100% = maximal ACh. activation, % at 3 µM. actives 0.4% (n = 360,000). AID 624126;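 active = activation above its plate's cutoff, the mean activation of sample wells plus 3 SD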; also: some results filed as inactive read as strong as hits
Target sequence (P08173 whole entry, looked up): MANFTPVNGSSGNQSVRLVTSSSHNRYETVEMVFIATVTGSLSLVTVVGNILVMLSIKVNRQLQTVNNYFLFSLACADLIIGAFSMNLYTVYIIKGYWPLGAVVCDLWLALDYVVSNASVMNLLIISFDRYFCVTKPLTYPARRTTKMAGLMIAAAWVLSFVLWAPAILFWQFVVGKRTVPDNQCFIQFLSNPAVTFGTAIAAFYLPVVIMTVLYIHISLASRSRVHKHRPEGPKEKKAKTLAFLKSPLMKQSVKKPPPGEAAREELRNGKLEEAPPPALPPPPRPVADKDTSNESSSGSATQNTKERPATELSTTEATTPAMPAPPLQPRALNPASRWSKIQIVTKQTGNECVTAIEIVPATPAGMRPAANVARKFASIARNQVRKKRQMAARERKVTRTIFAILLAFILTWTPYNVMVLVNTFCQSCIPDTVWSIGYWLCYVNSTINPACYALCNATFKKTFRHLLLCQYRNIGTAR
CHRM1 antagonist: human CHRM1 antagonism | P11229 | CHO-K1 hM1, Fluo-8 calcium fluorescence, ACh EC80 antagonist | inhibition, % at 3 µM | actives 1.3% (n = 360,000) | AID 588852;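 active = percent inhibition above its own plate's cutoff, namely the mean of that plate's compound wells plus 3 SD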;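 also: peak over basal fluorescence ratio during 140 s after agonist addition; 0% = ACh EC80 plus DMSO and 100% = DMSO alone without agonist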
M4 ag: CHRM4 agonism in calcium assay. CHO-K1 hM4/Gqi5, Fluo-8 calcium fluorescence; vehicle 0%, full acetylcholine response 100%. actives 0.14% (n = 360,000). activation, % at 3 µM;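 active = activation above the run mean over all test wells plus 3 SD, cut at about 32% in these data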;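 also: peak over basal fluorescence ratio per well then scaled between controls; 0% = DMSO wells and 100% = acetylcholine at EC100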
CHRM4 antagonist: CHRM4 antagonism in calcium assay | CHO-hM4 cells, ACh EC80, Fluo-8 calcium fluorescence | inhibition, % at 3 µM | actives 0.73% (n = 360,000);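 active = inhibition above its plate's cutoff, the mean inhibition of sample wells plus 3 SD, cut at about 27% in these data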;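 also: 0% = acetylcholine EC80 with DMSO and 100% = DMSO without agonist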
CHRM5 agonist: agonists of human muscarinic M5 receptor (CHRM5); P08912; CHO-K1 hM5 cells, Fluo-8 calcium fluorescence; 0% DMSO wells, 100% maximal acetylcholine response; actives 0.19% (n = 360,000); activation, % at 3 µM;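 active = activation above the run's mean over test compounds plus 3 SD, cut at about 23% in these data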;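 also: signal is peak over basal fluorescence ratio across the kinetic read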
Starred values were filed as active, the others as inactive; · = not tested or not shown.

SMILES	M5 PAM	CRFR2-BP ag	CHRM5 antagonist	CHRM1 PAM	CHRM4 PAM	CHRM1 antagonist	M4 ag	CHRM4 antagonist	CHRM5 agonist
C[C@@H]1CCCCO[C@H](CN(C)C(=O)Cc2ccccc2)[C@@H](C)CN([C@H](C)CO)C(=O)c2cc(NC(=O)Nc3ccccc3)ccc2O1	-1	2.1	5	1	0	-15	0	-13	-1
CCCCNC(=S)N(CCN(CC)CC)Cc1cc2cc3c(cc2[nH]c1=O)OCCO3	6	1.4	0	-5	-6	-6	-1	8	-3
CCCN(CC1COc2ccccc2O1)C(=S)Nc1ccc(C)cc1 (stereo not given)	-2	5.9	1	2	2	-1	0	10	-5
CCOCCCNC(=O)C1CCCN1C(=O)Nc1ccccc1[N+](=O)[O-] (stereo not given)	6	-1.8	10	2	4	7	0	0	1
COc1ccc(N2CS(=O)(=O)/C(=C/N(C)C)C2=O)cc1	-7	0.0	15	4	-6	-6	1	9	-2
CCOC(=O)N1CCC(NC(=O)CCCC(=O)O)CC1	4	1.1	0	14	5	-15	1	-3	0
CC(NS(=O)(=O)c1ccc(Br)cc1)C(c1cccs1)N1CCOCC1 (stereo not given)	-2	-0.8	-1	4	5	-14	1	-18	-3
COc1cc(COc2ccc3c(C)c(Cc4ccccc4)c(=O)oc3c2C)cc(OC)c1OC	-2	-2.2	7	0	-1	-13	0	2	-1
C=CC[C@@H](Cc1ccc(F)cc1)C(=O)OC[C@H]1CCCN1C(=O)[C@H](CC=C)CC(=O)NCCO	-3	-0.2	-7	3	14	-2	3	2	-2
CC(C)C(CCN1C(=O)CCC1=O)C1CCOC(C)(C)C1 (stereo not given)	-3	0.2	-1	3	3	2	1	-7	-2
O=C(/C=C/c1cccc(F)c1)N(c1ccccn1)C1CCCCC1	6	-0.5	-5	2	10	-11	1	-3	-1
Cc1nc2sccn2c(=O)c1Br	-1	1.7	8	-6	-2	4	-1	3	-4
CSc1ccccc1NC(=O)C1=CC(c2cccs2)=NS(=O)(=O)N1C	-7	-0.9	0	-4	-1	4	9	-6	3
O=C(CCn1ccc2cc(S(=O)(=O)N3CCCC3)ccc21)NCCc1ccccc1	26*	-0.1	29*	17	-2	3	5	6	1
COc1cccc(N2CCN(S(=O)(=O)c3ccc4c(c3)oc(=O)n4C)CC2)c1	-2	1.3	18	3	0	-9	1	0	-2
COc1ccc(N2CCN(c3nc4c(C)cccn4c(=O)c3C=C(C#N)C#N)CC2)cc1	-2	-0.5	3	4	5	-5	1	-1	-4
CC(C)(C)NC(=O)COC(=O)c1nsc(Cl)c1Cl	4	-0.1	5	5	-4	-31	0	0	-2
CC(C)=CCOc1ccc2c(C)c(CC(=O)N3C[C@H]4C[C@@H](C3)c3cccc(=O)n3C4)c(=O)oc2c1C	-1	-5.9	7	-4	-2	0	2	2	1
Cc1cc(NC(=O)/C=C/c2ccccc2)no1	-4	-0.4	8	-9	-7	6	1	6	-1
CS(=O)(=O)N1Cc2ccccc2CC1C(=O)OCC(=O)NCCc1ccc(S(N)(=O)=O)cc1 (stereo not given)	-7	3.2	9	5	11	-15	1	-10	-1
COc1cc(OC)cc(C(=O)NCc2n[nH]c(=S)n2-c2ccccc2)c1	-5	2.0	3	6	1	3	2	-4	0
CCOC(=O)CN1C(=O)C(C)(C)Oc2ccc(C(=O)Nc3ccccc3)cc21	-8	3.9	6	3	-7	2	8	7	0
O=C(CNC(=O)c1cccs1)Nc1ccc2c(c1)OCCO2	-5	3.4	1	8	3	-9	0	-7	1
O=C(O)c1cccc(OCc2ccccc2Cl)c1	0	5.2	3	5	3	-2	1	-8	2
CC(C)(C)c1nc(NC(=O)Nc2ccccc2)sc1Br	-29	3.3	26	-10	-18	33	10	26	4

A draw from above in order of molecular weight, low to high:
SMILES	M5 PAM	CRFR2-BP ag	CHRM5 antagonist	CHRM1 PAM	CHRM4 PAM	CHRM1 antagonist	M4 ag	CHRM4 antagonist	CHRM5 agonist
Cc1cc(NC(=O)/C=C/c2ccccc2)no1	-4	-0.4	8	-9	-7	6	1	6	-1
O=C(O)c1cccc(OCc2ccccc2Cl)c1	0	5.2	3	5	3	-2	1	-8	2
CCOC(=O)N1CCC(NC(=O)CCCC(=O)O)CC1	4	1.1	0	14	5	-15	1	-3	0
CC(C)C(CCN1C(=O)CCC1=O)C1CCOC(C)(C)C1 (stereo not given)	-3	0.2	-1	3	3	2	1	-7	-2
COc1ccc(N2CS(=O)(=O)/C(=C/N(C)C)C2=O)cc1	-7	0.0	15	4	-6	-6	1	9	-2
CC(C)(C)c1nc(NC(=O)Nc2ccccc2)sc1Br	-29	3.3	26	-10	-18	33	10	26	4
CCOCCCNC(=O)C1CCCN1C(=O)Nc1ccccc1[N+](=O)[O-] (stereo not given)	6	-1.8	10	2	4	7	0	0	1
COc1cc(OC)cc(C(=O)NCc2n[nH]c(=S)n2-c2ccccc2)c1	-5	2.0	3	6	1	3	2	-4	0
O=C(CCn1ccc2cc(S(=O)(=O)N3CCCC3)ccc21)NCCc1ccccc1	26*	-0.1	29*	17	-2	3	5	6	1
CC(NS(=O)(=O)c1ccc(Br)cc1)C(c1cccs1)N1CCOCC1 (stereo not given)	-2	-0.8	-1	4	5	-14	1	-18	-3
COc1cc(COc2ccc3c(C)c(Cc4ccccc4)c(=O)oc3c2C)cc(OC)c1OC	-2	-2.2	7	0	-1	-13	0	2	-1
CC(C)=CCOc1ccc2c(C)c(CC(=O)N3C[C@H]4C[C@@H](C3)c3cccc(=O)n3C4)c(=O)oc2c1C	-1	-5.9	7	-4	-2	0	2	2	1
CS(=O)(=O)N1Cc2ccccc2CC1C(=O)OCC(=O)NCCc1ccc(S(N)(=O)=O)cc1 (stereo not given)	-7	3.2	9	5	11	-15	1	-10	-1

Additional results follow:
SMILES	M5 PAM	CRFR2-BP ag	CHRM5 antagonist	CHRM1 PAM	CHRM4 PAM	CHRM1 antagonist	M4 ag	CHRM4 antagonist	CHRM5 agonist
COc1cc(C=C(C(C)=O)C(C)=O)ccc1O	4	0.8	-6	-9	3	3	0	5	2
Cc1ccc(NC(=O)Cn2cc3c(n2)CCC(C)C3)cc1 (stereo not given)	-2	-1.5	0	0	-2	-2	2	8	-1
Cc1ccc(NC(=O)C(OC(=O)c2ccc(C=O)cc2)c2ccccc2)cc1Cl (stereo not given)	-3	4.7	-4	3	-15	-1	0	7	-3
CCOC(=O)C1(CCOC)CCN(C(=O)c2sccc2C)CC1	7	0.3	2	16	2	-23	1	9	0
Cc1cc(C(=O)NN)n[nH]1	7	1.1	2	2	-5	-1	0	10	-1
COc1ccc(N2CCN(C(=O)CNC(=O)Cc3ccccc3)CC2)cc1	5	-1.1	8	16	-1	-1	0	15	-1
C=CCNC(=O)C1CCN(S(=O)(=O)c2ccccc2)CC1	5	-0.3	0	9	3	2	1	3	-1
CCOc1ccc(Br)cc1C(=O)N/N=C/c1ccccn1	-9	0.0	18	-4	10	2	1	-14	-2
O=C(Cc1cccc(NC(=O)C2CCCN(C(=O)C3CCCC3)C2)c1)Nc1cccc(C(=O)N2CCOCC2)c1 (stereo not given)	-4	0.5	4	-7	1	15	1	1	0
CC(Oc1ccccc1)C(=O)NC1CCSc2ccccc21 (stereo not given)	2	-2.2	4	14	8	-9	2	-12	-9
O=C1C2C3CCC(O3)C2C(=O)N1c1cccc(O)c1 (stereo not given)	-7	-0.3	1	4	-1	-12	1	-6	-3
O=C(Nc1cnn(C23CC4CC(CC(C4)C2)C3)c1)c1cnn2cccnc12	-3	0.5	-3	12	6	-10	3	-5	3
COc1ccc(CNC(=O)c2cc(-c3cc(C)ccc3O)n[nH]2)cc1	-11	-2.1	3	-1	-9	-2	7	6	-2
O=C(N/C(=C\c1ccc(Br)cc1)C(=O)N1CCCC1)c1ccccc1F	13	-2.6	-5	3	-6	1	2	1	1
Cn1nnnc1SCC(=O)Nc1ccccc1C(=O)NCc1ccccc1	-5	2.4	15	4	-10	-10	1	12	1
CC(C)(C)Nc1nc(N)nc(Cl)n1	-11	-2.1	7	-10	-6	7	0	13	-4
Cc1cc(C)c(S(=O)(=O)N2CCCOC2CNC(=O)C(=O)NCc2ccncc2)c(C)c1 (stereo not given)	1	-2.2	1	6	2	-1	1	6	-1
COc1cc(OC)c(C2C=CC(=O)CC2)c(OC)c1 (stereo not given)	-4	·	3	·	12	·	-1	-12	-1
O=C(NCCCN1CCOCC1)c1ccccc1N1C(=O)[C@@H]2Cc3c([nH]c4ccccc34)C(c3cccc(Cl)c3)N2C1=O (stereo not given in full)	-10	14	12	-7	-12	14	24	2	5
Cc1ccc(NC(=O)c2cncc(Br)c2)cc1S(=O)(=O)N(C)C	-2	4.7	-3	-5	6	-1	5	-15	0
CCN(CC)CCNC(=O)C1c2ccccc2C(=O)N(C)C1c1cn(C)c2ccccc12 (stereo not given)	-1	-1.0	-9	0	10	5	0	-4	-9
CC(=O)C(Cc1ccccc1)NC(=O)CCl (stereo not given)	2	-0.6	0	10	8	-9	1	2	0
COc1ccc(C2=NOC(Cn3nc(-c4ccccc4)cc3C(=O)NCc3ccco3)C2)cc1 (stereo not given)	-16	-0.3	11	-7	-6	-1	12	-8	-2
NC(=O)/C(=C/c1cccnc1)NC(=O)c1ccccc1	1	0.0	4	9	0	-10	0	-8	-1
CCCCN1C=C(C(=O)OC)C(c2ccccc2C(F)(F)F)C(C(=O)OC)=C1	-3	-0.8	-3	1	-3	-3	0	-9	-6
(more compounds)
SMILES	M5 PAM	CRFR2-BP ag	CHRM5 antagonist	CHRM1 PAM	CHRM4 PAM	CHRM1 antagonist	M4 ag	CHRM4 antagonist	CHRM5 agonist
COc1cc2[nH]c(=S)n(Cc3ccco3)c(=O)c2cc1OC	-3	-1.1	-3	0	1	-10	6	5	6
CCN1CCN(c2c(C=O)c(Cl)nc3ccc(OC)cc23)CC1	4	-2.0	8	2	-1	0	0	-4	-13
CCOc1ccc(NC(=O)CN(C)C(=O)c2cccc3ccccc23)cc1OCC	4	-1.7	-11	11	3	-14	5	-10	-1
COc1ccc(NC(=O)CCCc2nc3ccccc3c(=O)[nH]2)cc1Cl	-3	-1.4	4	1	1	-3	2	-11	4
O=C(c1ccc(=O)[nH]n1)N1CCN(S(=O)(=O)c2ccccc2F)CC1	-10	-0.5	15	1	-2	5	0	7	1
CC(c1nc2ccccc2[nH]1)n1c(=O)c(-c2cccs2)nc2ccccc21 (stereo not given)	11	·	-2	·	12	·	-2	-1	-4
COc1cccc(NC(=O)c2ccc3c(c2)N(CC(=O)N2CCCCC2)C(=O)C(C)(C)O3)c1	0	-0.9	0	1	-1	-2	5	7	2
Cc1cccc(N2C(=O)N3[C@H](c4ccc(F)cc4)[C@@H]4C(=O)N(C5CCCCC5)C(=O)[C@@H]4[C@]3(Cc3ccccc3)C2=O)c1	9	0.2	3	11	10	-9	1	-8	2
Cc1ccc(C(=O)C[n+]2ccc3ccccc3c2)cc1	-6	-3.8	-1	13	-8	-2	1	-8	-4
CCC(C)NS(=O)(=O)c1ccc(NS(C)(=O)=O)cc1 (stereo not given)	-5	-0.5	-10	15	19	-31	1	11	-3

A run of entries of the results above, for reference:
SMILES	M5 PAM	CRFR2-BP ag	CHRM5 antagonist	CHRM1 PAM	CHRM4 PAM	CHRM1 antagonist	M4 ag	CHRM4 antagonist	CHRM5 agonist
Cc1cccc(N2C(=O)N3[C@H](c4ccc(F)cc4)[C@@H]4C(=O)N(C5CCCCC5)C(=O)[C@@H]4[C@]3(Cc3ccccc3)C2=O)c1	9	0.2	3	11	10	-9	1	-8	2
Cc1ccc(C(=O)C[n+]2ccc3ccccc3c2)cc1	-6	-3.8	-1	13	-8	-2	1	-8	-4
